A3G deaminase: blocks human APOBEC3G single-stranded DNA deamination. Q9HC16. recombinant A3G, ssDNA deamination FAM/TAMRA fluorescence. inhibition, % at 20 µM. 330,000 compounds, 0.28% hits. AID 493012;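 active = inhibition of at least 40% at 20 µM, with no more than 30% in the related APOBEC3A deaminase screen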;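 also: plate controls were DMSO wells with A3G for no effect and wells lacking A3G enzyme for full effect; some compounds called inactive have numbers as strong as hits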
CXCR6 inh: blocks human CXCR6 beta-arrestin recruitment | CHO-K1 PathHunter CXCR6 beta-arrestin, luminescence | AID 602244 | O00574 | 360,000 compounds, 0.36% hits | inhibition, % at 20 µM; in the data active = inhibition above about 34%, passing the limit was not always enough;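 also: antagonist mode with CXCL16 agonist at 10 nM final; 0% = 10 nM CXCL16 with DMSO and 100% = unstimulated wells without agonist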
Target sequence (O00574 whole entry, looked up): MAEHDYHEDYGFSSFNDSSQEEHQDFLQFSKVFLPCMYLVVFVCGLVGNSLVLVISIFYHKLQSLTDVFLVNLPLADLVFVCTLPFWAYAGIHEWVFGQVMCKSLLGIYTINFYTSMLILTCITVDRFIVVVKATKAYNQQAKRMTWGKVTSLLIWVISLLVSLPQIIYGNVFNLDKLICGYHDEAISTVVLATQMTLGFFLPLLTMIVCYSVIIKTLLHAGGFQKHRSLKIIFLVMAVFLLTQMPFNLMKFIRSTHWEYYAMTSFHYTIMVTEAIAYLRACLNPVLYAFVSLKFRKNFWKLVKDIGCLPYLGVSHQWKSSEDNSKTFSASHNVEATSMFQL
Gli-Sufu block: blocks Gli-Sufu signaling in a luciferase reporter; Sufu-KO-LIGHT fibroblasts, Gli luciferase reporter luminescence; inhibition, % at 5 µM; 340,000 compounds, 0.74% hits;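 active = inhibition above about 55%, limit read from the data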;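 also: 0% = DMSO-treated cells and 100% = wells with medium but no cells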
MPTP inh: blocks calcium-induced mitochondrial swelling. isolated mouse mitochondria, Ca2+ swelling absorbance, 30 min. inhibition, % at 10 µM. 360,000 compounds, 1.4% hits. AID 602449;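 active = inhibition of 50% or more, scaled per plate between neutral and stimulator controls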;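 also: 0% = DMSO wells given calcium and 100% = 1 mM EGTA wells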
CCR6 antag: CCR6 (human) receptor antagonism; CHO-K1 CCR6 PathHunter beta-arrestin, luminescence, CCL20-stimulated; 340,000 compounds, 0.49% hits; AID 493098; P51684; inhibition, % at 20 µM;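 active = compounds whose inhibition of the agonist-driven luminescence signal at 20 µM reaches about 50%, limit read from the data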;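 also: cells stimulated with CCL20 at 14 nM final; plate controls were DMSO with CCL20 for no effect and DMSO without agonist for full effect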
EBI2 block: EBI2 (human) antagonism. P32249. EBI2 beta-arrestin recruitment, luminescence, 7a,25-OHC stimulated. inhibition, % at 5 µM. 360,000 compounds, 0.81% hits. AID 651636; in the data active = inhibition above about 38%;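 also: enzyme fragment complementation signal reports receptor beta-arrestin coupling in cells; 0% = agonist plus DMSO wells and 100% = wells without agonist; some results beyond the cut were filed as inactive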
Target sequence (P32249 whole entry, looked up, the tested form may be a part): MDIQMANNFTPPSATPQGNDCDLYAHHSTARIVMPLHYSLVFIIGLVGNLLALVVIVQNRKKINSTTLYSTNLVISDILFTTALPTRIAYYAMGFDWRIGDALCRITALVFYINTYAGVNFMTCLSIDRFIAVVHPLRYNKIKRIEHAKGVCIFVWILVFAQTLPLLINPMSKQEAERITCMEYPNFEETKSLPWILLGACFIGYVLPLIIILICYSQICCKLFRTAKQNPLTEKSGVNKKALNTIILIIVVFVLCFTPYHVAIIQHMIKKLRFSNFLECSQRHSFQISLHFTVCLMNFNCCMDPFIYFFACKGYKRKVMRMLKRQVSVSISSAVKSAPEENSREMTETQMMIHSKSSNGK
NR3A LBD binder: NR3A (human) ligand-binding domain modulation; 340,000 compounds, 2.5% hits; Tm shift relative to glycine control, % at 25 µM; NR3A LBD differential scanning fluorimetry, Tm shift; 0% = protein alone, 100% = glycine-bound protein;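 active = melting temperature shift of at least 10% of the positive control shift, at one fixed dose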
A3A deaminase: blocks human APOBEC3A ssDNA deamination; P31941; recombinant A3A, FAM/TAMRA ssDNA deamination fluorescence; inhibition, % at 20 µM; 330,000 compounds, 0.41% hits; AID 493011;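 active = at least 40% inhibition at 20 µM here, with at most 30% in a related deaminase screen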;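 also: plate controls were A3A with DMSO for no effect and wells lacking A3A enzyme for full effect; some results filed as inactive read as strong as hits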
Target sequence (P31941 whole entry, looked up): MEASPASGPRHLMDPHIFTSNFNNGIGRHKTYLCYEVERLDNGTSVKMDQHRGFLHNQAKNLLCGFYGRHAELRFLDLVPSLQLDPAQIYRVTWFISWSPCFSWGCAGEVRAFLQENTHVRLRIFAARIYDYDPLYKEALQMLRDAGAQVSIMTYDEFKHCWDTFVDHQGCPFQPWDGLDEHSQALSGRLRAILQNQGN
* marks the source's active call; other numbers are inactive results; · = not tested or not shown.

Values run as follows: A3G deaminase, CXCR6 inh, Gli-Sufu block, MPTP inh, CCR6 antag, EBI2 block, NR3A LBD binder, A3A deaminase
> Cc1ccnc(NS(=O)(=O)c2ccc(NC(=O)c3cc(-c4ccccc4)nc4ccccc34)cc2)n1
→ -7, 3, 5, -0.6, 4, -8, -4, -1
> COC(=O)N/N=C/c1ccc([N+](=O)[O-])o1
→ -4, -13, -15, -3.3, 12, -5, -2, 3
> CCn1cc(C(c2ccccc2)C(C(C)=O)[N+](=O)[O-])c2ccccc21 (centres undefined)
→ -2, -8, 9, 1.9, -2, 0, 0, 0
> CCOc1ccc(OCCn2c(=S)[nH]c3ccccc32)cc1
→ 30, -22, -1, -1.9, 5, 10, 1, -3
> O=C(c1ccc(Br)cc1)N1CCCC1
→ -5, -6, -3, -0.9, 7, -13, -1, -2
> COc1ccccc1-c1nc(-c2ccncc2)no1
→ -9, -1, -107, 2.5, 12, 4, 1, -5
> CCCCS(=O)(=O)N1CCCC(C(=O)NCC2CCCO2)C1 (centres undefined)
→ -6, -1, 22, 2.4, 8, -2, -1, -6
> COc1cccc(NC(=O)CSc2nnc(-c3cccnc3)o2)c1
→ -11, 6, -13, -1.2, 11, -6, 0, -2
> COc1ccc(C(NC(=O)c2ccco2)c2ccc(OC)c(OC)c2)cc1OC
→ 2, 2, 4, 0.5, 8, -12, -10, -1
> O=C(CN1CCN(c2cnn(-c3ccccc3)c(=O)c2Cl)CC1)NC1CCS(=O)(=O)C1 (centres undefined)
→ -13, -3, -12, -0.9, 2, -7, 5, 9
> CC(C)n1c(SCC(=O)NC2CC2)nnc1-c1ccco1
→ -4, -2, -1, -1.1, -2, 3, 1, -1
> CC(C)Cn1c(N)c(C(=O)COC(=O)CN2C(=O)C3CC=CCC3C2=O)c(=O)n(C)c1=O (centres undefined)
→ -7, -8, 40, 1.2, -12, -3, 0, -2
> C/C(=N\NC(=O)OC(C)(C)C)c1ccccc1Br
→ 1, 4, ·, 0.4, 3, 11, -2, 3
> COc1ccccc1OCc1ccc(C(=O)N2CCOCC2)o1
→ -2, -12, 4, 3.2, -8, -6, 1, 1
> COc1cccc2cc(C(=O)Nc3cccc(C)n3)c(=O)oc12
→ 1, -2, -7, -1.7, -18, -13, 0, 2
> O=C(NCCN1C(=O)S/C(=C\c2ccc(Cl)c(Cl)c2)C1=O)c1cnccn1
→ -1, 0, 7, 8.3, -13, 18, 2, 6
> COc1ccc(C(=O)NC2(C(F)(F)F)C(=O)Nc3c2c(=O)[nH]c(=O)n3CCc2ccc(OC)c(OC)c2)cc1 (centres undefined)
→ -2, -4, 7, 0.4, 4, -11, 2, 0
> Cc1cc(=O)oc2cc(OCC(=O)NCc3ccccn3)ccc12
→ -5, 9, -13, 0.6, -6, -7, 1, -10
> COc1ccc(C2=CC(=O)OC3(CCCC3)O2)cc1
→ -4, 0, -3, 0.7, 23, 8, 4, -4
> COc1ccc(Cl)cc1C(=O)NNC1CC(=O)N(Cc2ccc(Cl)cc2)C1=O (centres undefined)
→ -5, -4, 3, -12, 22, 2, -5, 1
> O=C(OCc1cc([N+](=O)[O-])cc2c1OCOC2)c1cccnc1SC(F)F
→ -9, 12, -2, -1.2, 14, 17, -3, 3
> CCN1C(=O)CC(NC2CCN(C(=O)c3ccc(F)cc3)CC2)C1=O (centres undefined)
→ 0, -1, -2, -1.2, -27, -3, 0, 0
> CCCCc1nc2cc(C(=O)NC3CCOC(C)(C)C3)ccc2o1 (centres undefined)
→ -1, 2, 40, 0.2, 3, -8, -3, -4
> C=CCn1c(CCc2ccccc2)nnc1SCC(N)=O
→ -5, 4, 4, -0.2, 1, -8, 0, -2
> COCCCNC(=O)c1c(N)n(/N=C/c2ccccn2)c2nc3ccccc3nc12
→ -2, 5, -11, -2.5, -4, 28, -14, -1
> COCCCNC(=O)CC1Oc2ccccc2NC1=O (centres undefined)
→ -7, 7, -1, -1.2, 8, -5, -3, -4
> Cc1ccc(-c2cc(C(F)(F)F)n3nc(C(=O)NCCCn4ccnc4)cc3n2)cc1C
→ -7, 5, 7, -1.4, -19, 5, -1, 2
> Cc1ccc(NC(=O)/C(=C\c2cccc(Br)c2)NC(=O)c2ccco2)cc1
→ -3, 3, 0, 1.5, -3, 4, 0, -2
> CC1=NN(/C(=N\c2nnc(C)s2)Nc2ccccc2)[C@H](c2ccc(C)cc2)S1
→ 11, 4, -1, 0.1, 16, 2, -1, -5
> CCC(C)(C)n1nnnc1C(c1ccc(Cl)cc1)N1CCN(C)CC1 (centres undefined)
→ -4, 4, 6, -0.7, -3, -1, -2, -1
> CCCNC(=O)Cn1c(=O)n(C)c2ccccc21
→ -14, 8, 2, 1.0, 5, -1, 5, -4
> Cc1ccc(S(=O)(=O)NC(=O)c2cc(C)n(-c3cc(S(=O)(=O)N4CCOCC4)ccc3N3CCCC3)c2C)cc1
→ -6, -6, 6, -2.6, 0, -9, -11, 0
> Cc1ccc2[nH]c(C(=O)N3CCN(C(c4ccccc4)c4ccccc4)CC3)cc2c1
→ -5, 2, 14, 3.0, 9, 89*, 1, -5
> CCOC(=O)c1ccc(-n2c(C)nc3c(cnn3-c3ccc(Cl)cc3)c2=O)cc1
→ -5, -7, ·, 8.2, 15, 7, -5, -5
> Cc1cc(-c2ccc(N3CCOCC3)cc2)nc2ccccc12
→ -7, -12, -40, 0.7, -5, 13, -10, -3
> CC(C)c1ccc(OCC(O)CNC(C)c2ccccc2)cc1 (centres undefined)
→ -3, -8, 24, 2.2, -5, 2, -2, 0
> O=[N+]([O-])c1ccc(OCc2cnc(Cl)s2)cc1
→ ·, -4, -10, 1.7, 11, -1, -1, ·
> Cc1ccc(-c2nc(CS(=O)(=O)CC(=O)N3CC(C)CC(C)C3)c(C)o2)cc1 (centres undefined)
→ -4, 7, -23, 1.4, -9, 3, 0, -3
> O=C(NCCC1=CCCCC1)C(=O)NCC(c1ccco1)N1CCN(c2ccccc2)CC1 (centres undefined)
→ -4, 2, 9, 31, 15, 11, -15, -4
> Cc1c(NC(=O)C(C)OC(=O)c2ncc(Cl)c(Cl)c2Cl)c(=O)n(-c2ccccc2)n1C (centres undefined)
→ -8, 4, 1, -0.4, -1, 7, 2, -2
> c1csc(CSc2nc3ccccc3s2)c1
→ -6, -6, -83, -0.4, 9, 10, 1, -3
> COc1ccccc1C(=O)N(CCN(C)C)c1nc2cc(C)cc(C)c2s1
→ -4, 1, 9, 0.5, -8, 7, -1, 2
> OC(CN(Cc1ccccc1)Cc1ccccc1)c1ccccc1 (centres undefined)
→ ·, 1, 3, 0.0, 18, 14, 5, ·
> COc1ccc([N+](=O)[O-])cc1NC(=O)C(C)Sc1ccccc1 (centres undefined)
→ -8, -1, 9, 1.5, 22, 24, 2, -2
> Cc1cc(N2CCN(c3ccccc3Cl)CC2)n2cc(-c3ccccc3)nc2n1
→ -7, 12, 0, 7.8, 14, 5, -4, -2

Sorted by value in CXCR6 inh (lowest first): some entries from above.
compound | A3G deaminase | CXCR6 inh | MPTP inh | CCR6 antag | EBI2 block | NR3A LBD binder | A3A deaminase
Cc1cc(-c2ccc(N3CCOCC3)cc2)nc2ccccc12 | -7 | -12 | 0.7 | -5 | 13 | -10 | -3
O=[N+]([O-])c1ccc(OCc2cnc(Cl)s2)cc1 | · | -4 | 1.7 | 11 | -1 | -1 | ·
CCCNC(=O)Cn1c(=O)n(C)c2ccccc21 | -14 | 8 | 1.0 | 5 | -1 | 5 | -4

Following part.
Values run as follows: A3G deaminase, CXCR6 inh, Gli-Sufu block, MPTP inh, CCR6 antag, EBI2 block, NR3A LBD binder, A3A deaminase
> COc1ccc2c(c1)c(C(=O)CN1CCc3ccccc3C1)c(C)n2C
→ 3, 9, 5, -1.5, 6, -3, 1, 24
> O=C(CN1C(=O)NC2(CCCCC2)C1=O)NCCC1=CCCCC1
→ 0, -6, -2, -1.8, -1, 2, 0, 0
> Nc1nc(-c2ccccc2Br)cs1
→ -1, -1, -19, -0.2, 1, -5, 1, 0
> CC(C)Cc1nnc(NC(=O)Cc2ccccc2[N+](=O)[O-])s1
→ -2, 0, -9, -9.8, 1, -3, -1, 5
> CCc1nc(SCc2ccccc2C#N)n[nH]1
→ -4, -12, -13, -0.1, -3, -13, 0, -5
> O=C(NCc1ccc(F)cc1)c1ccc(CS(=O)(=O)Cc2ccccc2F)o1
→ -2, -15, 3, -6.1, 18, 3, 0, 7
> COc1ccc(NC(NC(=O)c2cccnc2)C(Cl)(Cl)Cl)cc1 (centres undefined)
→ -5, -8, 11, -0.7, -3, -9, 0, -4
> CCCC(C(=O)NCc1ccco1)N(C(=O)CNS(=O)(=O)c1ccc(Cl)cc1)C1CCCC1 (centres undefined)
→ 4, 1, 2, 1.0, 6, -6, 1, -2
> CCOC(=O)N1CCN(C(=O)c2ccccc2NC(=O)c2ccc(Br)cc2)CC1
→ -4, -1, -6, 1.9, 9, 15, 1, -2
> Cc1cc(C)n2c(SCC(=O)Nc3ccc(F)cc3)nnc2n1
→ 13, 1, -3, 0.9, -5, 1, 0, 2
> CN1CCN(C(=O)C2=C[C@H](c3ccccc3)C[C@H](OCc3ccc(CO)cc3)O2)CC1
→ -7, -1, 3, -0.2, 1, -10, 0, 0
> COc1ccc(-c2ccc3nnc(SCC(=O)NCC4CCCO4)n3n2)cc1 (centres undefined)
→ -6, 5, 0, 0.1, 3, 6, -1, -1
> CCCc1nnc(NC(=O)OCC)s1
→ -4, -12, -3, -1.2, -1, 1, 3, -2
> Cc1cc(C(C)(C)C)cc(S(=O)(=O)NCC(=O)O)c1C
→ 0, 3, 3, -0.6, 7, -6, 0, -2

As a short view, part of the list above.
Values run as follows: A3G deaminase, CXCR6 inh, Gli-Sufu block, MPTP inh, CCR6 antag, EBI2 block, NR3A LBD binder, A3A deaminase
> CCc1nc(SCc2ccccc2C#N)n[nH]1
→ -4, -12, -13, -0.1, -3, -13, 0, -5
> O=C(NCc1ccc(F)cc1)c1ccc(CS(=O)(=O)Cc2ccccc2F)o1
→ -2, -15, 3, -6.1, 18, 3, 0, 7
> COc1ccc(NC(NC(=O)c2cccnc2)C(Cl)(Cl)Cl)cc1 (centres undefined)
→ -5, -8, 11, -0.7, -3, -9, 0, -4
> CCCC(C(=O)NCc1ccco1)N(C(=O)CNS(=O)(=O)c1ccc(Cl)cc1)C1CCCC1 (centres undefined)
→ 4, 1, 2, 1.0, 6, -6, 1, -2
> CCOC(=O)N1CCN(C(=O)c2ccccc2NC(=O)c2ccc(Br)cc2)CC1
→ -4, -1, -6, 1.9, 9, 15, 1, -2
> Cc1cc(C)n2c(SCC(=O)Nc3ccc(F)cc3)nnc2n1
→ 13, 1, -3, 0.9, -5, 1, 0, 2
> CN1CCN(C(=O)C2=C[C@H](c3ccccc3)C[C@H](OCc3ccc(CO)cc3)O2)CC1
→ -7, -1, 3, -0.2, 1, -10, 0, 0
> COc1ccc(-c2ccc3nnc(SCC(=O)NCC4CCCO4)n3n2)cc1 (centres undefined)
→ -6, 5, 0, 0.1, 3, 6, -1, -1
> CCCc1nnc(NC(=O)OCC)s1
→ -4, -12, -3, -1.2, -1, 1, 3, -2
> Cc1cc(C(C)(C)C)cc(S(=O)(=O)NCC(=O)O)c1C
→ 0, 3, 3, -0.6, 7, -6, 0, -2

Rows are unselected; 5.8% or so of the library scored in one or more.
